NTR1 ag: agonists of NTR1, primary screen, imaging, U2OS cells, beta-arrestin-GFP, high content (AID 493036). NTR1-U2OS beta-arrestin-GFP spot imaging, agonist mode. activation, % at 20 µM. hit rate 0.17% among 330,000. P30989;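 active means activation at or above 40% of the spot to cytoplasm intensity ratio, with at least 20 cells analyzed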;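 further: 0% = DMSO without peptide and 100% = 100 nM NTR1 peptide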
Target sequence (P30989 whole entry, looked up): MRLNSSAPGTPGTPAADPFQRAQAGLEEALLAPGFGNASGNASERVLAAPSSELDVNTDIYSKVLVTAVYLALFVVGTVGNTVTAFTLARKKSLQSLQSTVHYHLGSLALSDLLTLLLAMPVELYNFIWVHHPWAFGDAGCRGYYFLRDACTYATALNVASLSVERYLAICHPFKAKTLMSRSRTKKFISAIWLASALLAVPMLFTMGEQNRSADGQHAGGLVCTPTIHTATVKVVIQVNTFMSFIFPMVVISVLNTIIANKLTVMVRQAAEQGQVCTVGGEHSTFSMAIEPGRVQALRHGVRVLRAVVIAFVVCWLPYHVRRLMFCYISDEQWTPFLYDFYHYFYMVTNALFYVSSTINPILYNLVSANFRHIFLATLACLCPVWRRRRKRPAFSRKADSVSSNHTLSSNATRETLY
KOR beta-arrestin-1: kappa opioid receptor blockers – cell-based, luminescence, uHTS (AID 1778); KOR beta-arrestin recruitment, luminescence, antagonist mode; higher % means a stronger effect; inhibition, % at 10 µM; hits with a dose series show IC50 in µM; hit rate 0.091% among 290,000; further: strong numbers were not always called active
Yfh1-off respiration: enhancers of respiration in Yfh1-depleted yeast, dose response, Friedreich's ataxia, plus single-dose screen (AID 1465) | S. cerevisiae Yfh1-off respiration, WST-1 reduction, 72 h; higher fold induction means a stronger effect | one-dose fold induction at 50 µM; EC50 in µM for titrated hits | hit rate 0.074% among 220,000;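 active means fold induction of absorbance versus untreated yeast above a set limit, then at least 30% activation at any dose in follow-up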;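 further: activators that raise dye reduction in frataxin-depleted yeast; strong numbers were not always called active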
ER stress rescue: protection against thapsigargin-triggered cell killing – 384-well, CSM14.1, ATP luminescence, primary screen (AID 1222); CSM14.1 thapsigargin-induced death rescue, ATP luminescence; higher % means a stronger effect; one-dose cellular ATP content (survival), % at 20 µM; EC50 in µM for titrated hits; 190,000 tested, under 10 active;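 active means EC50 below 50 µM in the dose-response confirmation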;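 further: death triggered by thapsigargin at about 15 µM added after 2 h compound pretreatment; cell ATP read after overnight thapsigargin exposure of roughly 18 to 22 hours; normalized against plate controls of thapsigargin alone and 5% DMSO vehicle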
TNAP activation fold: human TNAP enzyme activators, primary screen, biochemical, luminescent, no phosphate acceptor, uHTS (AID 1001). hit rate 0.03% among 200,000. purified TNAP, luminescent activation assay, no phosphate acceptor; higher activation fold means a stronger effect. activation fold at 20 µM; hits with a dose series show EC50 in µM; in the data active means activation fold from about 3, or a potency from the dose series; inactive means the rest, 99 in 100 with activation fold below about 1.6; further: many of its hits are not listed in these tables
HEK293 NOD2/NF-kB: NOD2 signaling inhibitors, cell-based, luminescence, uHTS, HEK293 (AID 1566). HEK293 NOD2/NF-kB luciferase reporter, luminescence; higher % means a stronger effect. inhibition, % at 4 µM; hits with a dose series show EC50 in µM. hit rate 0.63% among 290,000; further: many of its hits are not listed in these tables
NOD1 inhibition: inhibition of NOD1-driven NF-kB reporter – cell-based, luminescence, uHTS, primary screen (AID 1578); hit rate 1% among 290,000; NOD1-driven NF-kB luciferase reporter cells, luminescence; higher % means a stronger effect; inhibition, % at 4 µM; hits with a dose series show EC50 in µM; in the data active means inhibition mostly above about 36%, no sharp cut-off; inactive means mostly below about 34%;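 further: HEK-293T reporter cells stimulated with the NOD1 agonist gamma-tri-DAP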
GPR55 activation: selective activators of receptor GPR55 – imaging, U2OS cells, beta-arrestin-GFP redistribution, primary screen (AID 1961). U2OS GPR55 beta-arrestin-GFP redistribution imaging; higher % means a stronger effect. activation, % at 10 µM; hits with a dose series show EC50 in µM. hit rate 0.048% among 290,000;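 active means activation above 40% with more than 50 cells counted in the well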;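 further: U2OS osteosarcoma cells stably expressing GPR55 and beta-arrestin-GFP; plate controls were DMSO negative control for no effect and LPI positive control for full effect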
KOR beta-arrestin-2: KOR agonists, beta-arrestin recruitment, primary screen, cell-based, luminescence, uHTS (AID 1777); KOR beta-arrestin recruitment, luminescence; higher % means a stronger effect; activation, % at 10 µM, or EC50 in µM where a hit was titrated; hit rate 0.02% among 280,000; in the data active means activation above about 50%, passing the limit was not always enough; further: a part of the inactive calls stands beside numbers as strong as those of hits
NTR1 ag cell count 20 µM: also measured in NTR1 ag; calls as there; cell count; measured here: cell count, cytotoxicity flag
* hit, by the source's call; i = inactive; . = no result given; [ ] = another dose, or the depositor's remark. Unless noted, no stated cut-off is given here; in the data, active means inhibition above about 50%; inactive means the rest.

SMILES	NTR1 ag	NTR1 ag cell count 20 µM	KOR beta-arrestin-1	Yfh1-off respiration	ER stress rescue	TNAP activation fold	HEK293 NOD2/NF-kB	NOD1 inhibition	GPR55 activation	KOR beta-arrestin-2
COc1ccc(-c2nn(-c3ccccc3)cc2C(=O)NCCCn2ccnc2)cc1	-0.7	50	12%	i	0.8%	1.2	-5%	-27%	-0.2%	4.9%
CCN1CCN(c2c(Cl)cccc2NC(=O)c2ccc([N+](=O)[O-])o2)CC1	1.2	73	-51%	.	.	.	4%	-27%	-0.1%	7.6%
CC(C)Cc1nnc(NC(=O)CSc2ccccn2)s1	1.6	51	-1%	i	-1.0%	1	12%	-14%	-0.1%	0.4%
CC(=O)N1CCN(CC(=O)Nc2cccc(S(=O)(=O)N3CCCCCC3)c2)CC1	0.1	43	-25%	i	0.4%	1.2	0%	-34%	-0.2%	-2.6%
CCOC(=O)c1ccc(NS(=O)(=O)c2ccc(Cl)nc2)cc1	0.6	47	-12%	i	0.2%	1.1	3%	-22%	-0.2%	-1.7%
CCCOC(=O)C(C)Sc1n[nH]c(=O)[nH]c1=O (configuration not stated)	-1.9	64	-10%	i	-2.3%	1	3%	-22%	0.4%	4.5%
CN(C)c1cccc2c1c(NS(=O)(=O)c1cn(C)cn1)nn2C	1.5	38	9%	.	.	.	13%	-5%	-0.1%	1.7%
COc1cccc(CNC(=O)CCCC(=O)Nc2cccc([N+](=O)[O-])c2)c1	0.0	45	-10%	.	.	.	15%	17%	-0.1%	-1.3%
COC(=O)CCNC(=O)c1nn(Cc2ccccc2)c(=O)c2ccccc12	-1.4	56	-10%	.	.	.	12%	-17%	-0.1%	-4.2%
C=CCn1c(SCc2cccc3ccccc23)nnc1-c1cccnc1	0.4	77	1%	i	-0.9%	1.1	23%	-11%	-0.1%	-1.7%
O=C(CN1N=C(c2ccc(Cl)cc2)CCC1=O)NCc1cccnc1	1.0	31	12%	i	-1.8%	1	8%	-17%	-0.2%	3.7%
COCCCNC(=O)c1ccccc1C(F)(F)F	0.5	66	10%	i	.	.	7%	1%	-0.1%	5.4%
COc1nc(Oc2ccc(=O)n(C)n2)nc(N(C)C)n1	-0.9	36	-7%	i	.	1.1	7%	-18%	0.3%	-2.4%
CSc1ncc(CN2CCCC(C(=O)Nc3ccc(-c4ccco4)cc3)C2)cn1 (configuration not stated)	-0.3	57	27%	.	.	.	9%	-11%	-0.1%	-2.0%
COc1ccc(OC)c2[nH]c(=O)c(CCNC(C)=O)cc12	-2.1	86	21%	i	-3.1%	1.1	-6%	-38%	0.2%	-1.7%
N=c1n(CC(=O)c2ccc([N+](=O)[O-])cc2)c2ccccc2n1Cc1ccccc1Cl	.	.	-21%	i	-4.9%	1	8%	-16%	0.2%	6.4%
COc1ccc(OC)c(NC(=O)c2ccc3c(c2)C(=O)N(c2ccc(OC(C)=O)cc2)C3=O)c1	-2.0	90	-5%	.	.	.	-7%	-2%	-0.1%	5.5%
COc1ccc2[nH]c(=O)c(CN(Cc3nnnn3CCc3ccccc3)CC3CCCO3)cc2c1 (configuration not stated)	0.0	38	-22%	i	-1.5%	1.1	-1%	1%	0.2%	-1.6%
CCOC(=O)c1c(C)nc(C)c(C(=O)OCC)c1-c1ccco1	4.5	41	-2%	i	.	.	17%	1%	-0.1%	26%
OCCN1CCN(CCOc2ccccc2-c2ccccc2)CC1	4.3	45	-45%	i	-1.3%	1	-9%	56%	-0.3%	4.1%
O=C(CCc1ccccn1)N1CCCC(Nc2cccc(F)c2)C1 (configuration not stated)	-0.6	69	-26%	.	.	.	4%	-11%	-0.2%	5.5%
Cn1c(SCC(=O)c2c(N)n(C)c(=O)n(C)c2=O)nnc1-c1ccccc1	-0.9	49	-30%	i	-1.6%	1	4%	3%	0.2%	2.6%
O=C1CCCC2=C1C(c1ccsc1)CC(=O)N2c1ccccc1F (configuration not stated)	-0.9	69	20%	i	1.3%	1.1	6%	-28%	0.6%	-3.9%
O=C(NCc1csc(-c2cccs2)n1)c1cccc(Cl)c1	0.8	58	-43%	i	.	.	10%	6%	0.1%	2.6%
CC(=O)c1cccc(NC(=O)c2ccc(C(=O)Nc3cccc(C(C)=O)c3)nc2)c1	1.2	52	-31%[20 µM]	i	0.6%	1.1	19%	-11%	0.2%	-4.9%
S=c1[nH]nc(-c2ccccc2)n1Cc1ccccc1	-0.6	54	7%	i	-2.4%	0.9	9%	-28%	0.3%	1.2%
O=C(COC(=O)CCC(=O)Nc1nccs1)NCc1ccco1	-1.0	74	12%	i	0.9%	1.1	6%	-6%	-0.2%	-5.9%
O=C(Nc1ccc(F)cc1)N1CCCN(c2nccc(C(F)(F)F)n2)CC1	-0.9	52	-6%	i	.	.	16%	-10%	0.5%	0.9%
Cc1cc(NC(=O)COc2ccccc2C)ccc1NC(=O)c1ccco1	-0.1	48	-35%	.	.	.	17%	-26%	-0.1%	-2.4%
CC1CCN(C(=O)Nc2cccc(NC(=O)N3CCC(C)CC3)c2)CC1	-1.5	59	31%	i	-2.8%	1.1	-4%	14%	0.0%	-2.6%
O=C1C2C3C=CC(C3)C2C(=O)N1CCN1CCN(S(=O)(=O)c2ccc3ccccc3c2)CC1 (configuration not stated)	-1.4	87	-17%	i	.	1	12%	11%	-0.1%	3.5%
CCCCCC1CC(CC(C)C(=O)Nc2nncs2)C(=O)O1 (configuration not stated)	-1.7	45	-3%	.	0.8%	1.1	9%	-13%	-0.3%	-2.4%
Cc1cccc(CSc2ncccc2C(=O)O)c1	-1.3	67	29%	i	-1.1%	1	0%	-16%	-0.1%	-1.6%
C=CCn1c(SCC#N)nc2sc(CC)cc2c1=O	0.9	55	5%	i	0.9%	1.1	24%	-11%	2.1%	3.1%
COc1ccc(CN=C2NN=C(c3ccc(Cl)cc3)CS2)cc1	1.5	60	-22%	i	3.6%	1.1	-85%	-62%	0.3%	0.6%
Cn1ncc(C(=O)Nc2ccc(Cl)cc2)c1C(F)(F)F	5.6	48	-4%	i	.	.	8%	-3%	0.5%	4.1%
COCC(=O)Nc1ccc(C(N)=O)cc1	0.0	86	-12%	i	3.0%	1.2	-5%	12%	-0.2%	4.3%
CCC(CC)NC(=O)c1ccc2c(c1)OCCO2	4.0	83	-14%	i	0.4%	1.1	1%	-30%	0.6%	-0.1%
CCOc1ccc2[nH]c3c(NCC(C)C)ncnc3c2c1	4.1	92	6%	.	.	.	2%	-14%	-0.2%	3.7%
O=C(NCC1([N+](=O)[O-])CN(C(=O)c2ccccc2)CN(C(=O)c2ccccc2)C1)c1ccccc1	0.3	56	-30%	i	0.7%	1.1	3%	-22%	-0.1%	1.7%
O=[N+]([O-])c1ccc(O)c2cccnc12	-1.0	109	22%	i	-0.6%	0.9	8%	-12%	-0.3%	-7.1%
CCCCc1ccc(CC2S/C(=C(\C#N)C(=O)N3CCOCC3)N(c3ccccc3)C2=O)cc1 (configuration not stated)	5.5	77	6%	i	2.9%	1	27%	0%	0.0%	-6.6%
CC(=O)c1ccccc1OCCCCN1CCCCC1	4.7	56	-27%[20 µM]	.	.	.	6%	-8%	-0.2%	-1.6%
COC(=O)c1cn(Cc2cccnc2)c(=O)c2ccccc12	1.6	50	13%	i	0.0%	1.1	13%	-28%	0.5%	-4.4%
Cc1c(C(Nc2ccccn2)c2ccccc2)c(=O)n(-c2ccccc2)n1C (configuration not stated)	0.7	45	-9%	i	1.7%	1.1	-3%	-27%	0.3%	-1.4%
COC(=O)C1=C(CN2CCN(C)CC2)NC(=O)NC1c1cc(C)ccc1C (configuration not stated)	2.5	63	23%	i	.	1.1	-3%	-18%	-0.2%	-4.5%
C=CCn1c(SCC(=O)NC2CCCC2)nnc1-c1ccncc1	0.3	44	28%	.	.	.	-1%	-30%	0.0%	-5.3%
CCOc1ccc(CNCc2cccnc2)cc1	-0.5	74	-11%	i	-2.1%	1	-4%	-23%	-0.1%	-2.4%
CCCc1nnc(NC(=O)COC(=O)c2cc(C)nc3ccccc23)s1	0.0	54	-5%	i	4.8%	1.1	-7%	-11%	0.3%	-1.6%
COc1cc(CC(=O)Nc2ncc(C)s2)cc(OC)c1OC	-1.1	87	22%	i	-2.3%	1.1	3%	-20%	-0.3%	-2.4%
Cc1ccccc1N1C(N)=NC(N)=NC1(C)C	-1.4	55	14%	i	-3.0%	1.1	12%	-10%	0.2%	-2.1%
Cc1ccc(OCc2cc(C(=O)N(C)CC3CCOCC3)no2)cc1C	0.9	51	-8%	.	.	.	-49%	-20%	-0.1%	8.6%
O=C(Cn1nnc(-c2ccccc2NC(=O)c2ccco2)n1)NC1CCCCC1	-0.2	40	-1%	i	0.4%	1.3	-5%	-9%	-0.2%	1.9%
COc1ccccc1NC(=O)CCN1C(=O)/C(=C\c2cc(OC)c(OC)c(OC)c2)SC1=S	0.5	63	-8%	.	.	.	7%	9%	0.0%	9.2%
N#Cc1ccc(/C=N/NC(=O)c2cccc(S(=O)(=O)N3CCOCC3)c2)cc1	-0.4	83	8%	i	-1.9%	1.1	10%	-29%	-0.4%	-2.1%
CCN(CC)S(=O)(=O)c1ccc(F)c(C(=O)OC2CC(C)OC2=O)c1 (configuration not stated)	2.2	46	-18%	.	.	.	14%	-34%	0.3%	-2.3%
CCc1nnc(NS(=O)(=O)c2ccc(NS(=O)(=O)c3ccccc3)cc2)s1	1.8	55	26%	i	1.0%	1.1	12%	-17%	-0.1%	-4.5%
Cc1ccc(Cn2nnnc2CN2CCC(O)(c3ccccc3F)CC2)cc1	0.9	44	-5%	i	3.5%	1	6%	-6%	-0.2%	-4.6%
CCOC(=O)C(C)Sc1nc(-c2ccccc2)nc2ccc(F)cc12 (configuration not stated)	3.7	82	9%	i	-2.8%	1	13%	7%	-0.1%	1.6%

Whole records, quoted from the list:
Results for CCOC(=O)C(C)Sc1nc(-c2ccccc2)nc2ccc(F)cc12 (configuration not stated) = NTR1 ag = 3.7; NTR1 ag cell count 20 µM = 82; KOR beta-arrestin-1 = 9%; Yfh1-off respiration = i; ER stress rescue = -2.8%; TNAP activation fold = 1; HEK293 NOD2/NF-kB = 13%; NOD1 inhibition = 7%; GPR55 activation = -0.1%; KOR beta-arrestin-2 = 1.6%
Results for CCc1nnc(NS(=O)(=O)c2ccc(NS(=O)(=O)c3ccccc3)cc2)s1 = NTR1 ag = 1.8; NTR1 ag cell count 20 µM = 55; KOR beta-arrestin-1 = 26%; Yfh1-off respiration = i; ER stress rescue = 1.0%; TNAP activation fold = 1.1; HEK293 NOD2/NF-kB = 12%; NOD1 inhibition = -17%; GPR55 activation = -0.1%; KOR beta-arrestin-2 = -4.5%

The list is partial; the hit share may differ from the screen's.
